# uPA generation – inhibitors of cell surface uPA generation; AID 540303; cell surface uPA generation assay, qHTS; Potency, µM (highest dose often 38.3 µM), for the others: at the highest dose activity change, negative = inhibition, usual class: inhibitors; 330,000 compounds, 0.31% hits; active = well fitted inhibition curve with a large enough effect; inconclusive = small, poorly fitted or top-dose-only effect; inactive = no such curve, though single readings can be large or run the other way; tested in mouse RAW 264.7 cells; note: % is set by controls: 0 for no effect and ±100 for the full control effect; nearly all actives have a fitted effect of over 55% in size
# CXXC DNA block – inhibitors of human MLL CXXC domain-DNA interaction | MLL-CXXC / FITC-HOXA9 DNA fluorescence polarization | AID 2662 | Q03164 | 290,000 compounds, 0.037% hits | Potency, µM (doses to about 115 µM), without a hit: top-dose activity change, negative = inhibition, hits mostly inhibitors; active = well fitted inhibition curve with a large enough effect in the polarisation, with a control signal flat, not every such curve was filed as active; inconclusive = small, poorly fitted or top-dose-only effect, or effect the other way, or a change in a side signal; inactive = no such curve, though single readings can be large or run the other way; the % refers to the polarisation
#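 Steps: dispense CXXC domain solution (7 uM) → pin compounds or unlabeled HOX-A9 DNA control → 5 min ambient → add FLSN-HOX-A9 solution (50 nM) → spin → 30 min ambient → fluorescence polarization. Tris pH 7.5/NaCl/DTT/BSA buffer.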
# Rab9 promoter act – Rab9 promoter activation. Huh7 Rab9 promoter-luciferase reporter, luminescence, 24 h. Potency, µM (series often up to 9.22 µM), inactives show at the highest dose activation, negative = inhibition, usual class: activators. 320,000 compounds, 2.8% hits. AID 485297; note: % of control where 0% means no effect; nearly all actives have a fitted effect of over 60% in size
#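 Luminescence read-out: Huh7 cells stably expressing Rab9-luciferase, treated 24 h with compound at 37 °C, then lysed with luciferase reagent for 10 min at ambient before reading.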
# BRCA1 expr act – increases BRCA1 expression; 380,000 compounds, 1.1% hits; Potency, µM (titrated, usually from 46.1 µM), for inactives: top-dose activation, actives largely listed as activators; MCF7-BRCA1-FFLuc reporter, luminescence, 48 h; response scale: scaled: vehicle 0%, 10 µM genistein 100%; note: nearly all actives have a fitted effect of over 80% in size; some results filed as inactive show a strong effect at the top dose
#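 Using MCF7 cells harboring a BRCA1 firefly luciferase reporter, plated 2 h before compound pinning, the screen measured luminescence after 48 h incubation. Responses were normalized to DMSO and 10 microM genistein, then fitted for concentration-effect.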
# p53 reactivator – mutant p53 re-activation in reporter cells. H1299 p53-A138V BP100-luciferase reporter, luminescence, 24 h. 320,000 compounds, 0.063% hits. Potency, µM (series often up to 92.2 µM), inactives show top-dose activity change, positive = activation, most hits filed as activators; note: % of control where 0% means no effect; nearly all actives have a fitted effect of over 45% in size
#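 p53-null H1299 cells stably carrying temperature-sensitive p53-A138V and a BP100-luciferase reporter were pinned with compounds (4-point, 1:5 series) and held 24 hrs at 37 deg C. Luminescence was read 10 min after detection reagent.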
# ELG1 genotoxic – inducers of genotoxicity in HEK293T ELG1-luciferase cells; HEK293T ELG1-luciferase reporter, luminescence, 16 h; Potency, µM (top dose mostly 46 µM), for inactives: top-dose activity change, positive = activation, usual class: activators; 330,000 compounds, 1.3% hits; note: % of control where 0% means no effect; nearly all actives have a fitted effect of over 60% in size
#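 Reporter readout depends on ELG1 protein level, which increases with genetic stress. After 16 hr compound exposure at 37 °C, luciferase activity was quantified using ONE-Glo.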
# RORg inh – inhibitors of mouse ROR gamma transcriptional activity | P51450 | Drosophila S2 Gal4-RORgamma UAS-luciferase reporter, 20 h | Potency, µM (doses to about 53.6 µM), without a hit: at the highest dose activity change, negative = inhibition, usual class: inhibitors | 310,000 compounds, 5.4% hits | AID 2551; note: % is set by controls: 0 for no effect and ±100 for the full control effect; nearly all actives have a fitted effect of over 60% in size
# Target sequence (P51450 whole entry, looked up, the tested form may be a part): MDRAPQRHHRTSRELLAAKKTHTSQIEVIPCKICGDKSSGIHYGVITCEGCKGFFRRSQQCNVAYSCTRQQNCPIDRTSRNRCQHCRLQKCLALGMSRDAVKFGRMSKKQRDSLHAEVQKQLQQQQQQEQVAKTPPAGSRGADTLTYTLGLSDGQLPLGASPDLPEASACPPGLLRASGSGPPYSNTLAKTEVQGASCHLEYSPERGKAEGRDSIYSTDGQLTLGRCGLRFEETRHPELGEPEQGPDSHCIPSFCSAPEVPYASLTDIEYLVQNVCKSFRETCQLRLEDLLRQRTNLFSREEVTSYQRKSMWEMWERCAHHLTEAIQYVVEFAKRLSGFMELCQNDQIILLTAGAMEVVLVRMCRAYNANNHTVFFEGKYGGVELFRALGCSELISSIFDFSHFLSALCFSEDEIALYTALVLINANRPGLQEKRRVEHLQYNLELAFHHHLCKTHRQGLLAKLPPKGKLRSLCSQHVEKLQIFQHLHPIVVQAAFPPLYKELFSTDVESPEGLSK
#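 Luminescence from a UAS-regulated Photinus luciferase reporter in stably transfected Drosophila Schneider cells is measured; decreased signal marks ROR gamma inhibition. Fusion expression is induced by 700 uM copper sulfate for 20 hr.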
# MBNL1 CUG block – inhibitors of human MBNL1 binding to CUG repeat RNA. Q9NR56. TR-FRET MBNL1-His/biotin-(CUG)12 binding, 665/545 ratio. Potency, µM (highest dose often 57.5 µM), inactives show top-dose activity change, negative = inhibition, most hits filed as inhibitors. 280,000 compounds, 0.036% hits. AID 2675; active = well fitted inhibition curve with a large enough effect in the signal ratio, with a control signal flat, not every such curve was filed as active; inconclusive = small, poorly fitted or top-dose-only effect, or effect the other way, or a change in a side signal; inactive = no such curve, though single readings can be large or run the other way; the % refers to the signal ratio; note: % is set by controls: 0 for no effect and ±100 for the full control effect
# Target sequence (Q9NR56 whole entry, looked up): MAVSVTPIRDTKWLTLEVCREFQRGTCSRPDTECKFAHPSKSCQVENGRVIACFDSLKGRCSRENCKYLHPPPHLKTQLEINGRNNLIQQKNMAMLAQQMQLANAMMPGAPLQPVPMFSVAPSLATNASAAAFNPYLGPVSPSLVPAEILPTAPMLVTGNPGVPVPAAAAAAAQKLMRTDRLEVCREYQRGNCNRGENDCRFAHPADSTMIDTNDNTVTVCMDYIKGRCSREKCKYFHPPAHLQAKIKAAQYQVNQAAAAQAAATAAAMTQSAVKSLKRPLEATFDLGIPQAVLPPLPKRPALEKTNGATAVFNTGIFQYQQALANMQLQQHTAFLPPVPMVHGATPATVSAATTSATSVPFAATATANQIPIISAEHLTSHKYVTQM
#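 Inhibition of protein-RNA binding appears as loss of TR-FRET between terbium anti-His antibody on MBNL1-His and streptavidin-XL665 on biotin-(CUG)12. Activity is normalized to buffer-only and uninhibited-complex controls.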
# FLuc modulator – firefly luciferase modulation, counter-screen for miR-21 project; P08659; purified FLuc, Km substrates, luminescence inhibition; Potency, µM (titrated, usually from 57.5 µM), for the others: at the top dose activity change, negative = inhibition, most hits filed as inhibitors; 360,000 compounds, 6.9% hits; AID 588342;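 note: plate controls were vehicle for no effect and reference inhibitor for full effect; nearly all actives have a fitted effect of over 55% in size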
#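 Biochemical qHTS of compounds, final roughly 60 µM downward over six points, against 10 nM purified firefly luciferase using Km concentrations of substrates (10 uM D-luciferin, 10 uM ATP) in Tris acetate pH 7.5 buffer; luminescence output.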
# Gal4-VP16 FLuc – inhibits Gal4-VP16 luciferase reporter, ROR gamma counter-screen; Drosophila S2 Gal4-VP16 UAS-luciferase, luminescence, 20 h; Potency, µM (top dose mostly 53.6 µM), for inactives: at the top dose activity, negative = inhibition, actives largely listed as inhibitors; 310,000 compounds, 3.5% hits; AID 2546;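 note: Gal4-VP16 expression switched on by copper sulfate through the metallothionein promoter; % is set by controls: 0 for no effect and ±100 for the full control effect; nearly all actives have a fitted effect of over 50% in size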
# NPC1 prom act – activators of NPC1 promoter; AID 485313; 320,000 compounds, 2.4% hits; Potency, µM (series often up to 9.22 µM), for inactives: at the highest dose activation, usual class: activators; Huh7 NPC1 promoter luciferase reporter, 24 h;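 note: % of control where 0% means no effect; nearly all actives have a fitted effect of over 60% in size; reporter is driven by a mutant NPC1 promoter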
#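 Luminescence from an NPC1 promoter-driven luciferase reporter in stably transfected Huh7 cells was measured after 24 h compound treatment at 37 °C, followed by 10 min ambient incubation with luciferase detection reagent.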
# An asterisk follows results filed as active; ? = inconclusive; . = not tested or not shown; & = joins results of further samples; [ ] = another dose, or the depositor's remark. Unless noted, calls come from the whole dose curve; as a rule, active = well fitted curve in the direction sought with a large enough effect; inconclusive = small, poorly fitted or top-dose-only effect, or another doubt; inactive = no such curve, though single readings can be large; an effect the other way counts as inactive or inconclusive. Potency is the fitted concentration of half-maximal effect. These rows are one share of the data, so the mix of outcomes need not match the whole.
entry | structure | uPA generation | CXXC DNA block | Rab9 promoter act | BRCA1 expr act | p53 reactivator | ELG1 genotoxic
1 | CC1CC(C)CN(C(=O)c2ccc3c(c2NCCO)C(=O)c2ccccc2C3=O)C1 (stereo not drawn) | -8% | -9% | -3% | -60% | 2% | -7%
2 | CC1CCN(c2ccc(NC(=O)c3cccnc3)cc2)CC1 | -1% | -2% | ? | 98% | ? | 11%
3 | CCN(C(=O)COC(=O)/C(=C/c1ccccc1)n1nnnc1C)C1CCCCC1 | -12% | . | 0% | -54% | -14% | -25%
4 | CCn1c(CNC(=O)C23CC4CC(CC(C4)C2)C3)nnc1SC | 0% | -6% | 1% | -6% | 0% | 3%
5 | COc1ccc(CCNC(=O)Cn2nnc(C(=O)Nc3ccc(Br)cc3)c2N)cc1OC | 3% | 10% | -7% | 33% | 12% | -3%
6 | COC(=O)c1ccccc1C(=O)c1ccc2c(c1)NC(=O)CO2 | 2% | 0% | -22% | -6% | 0% | 4%
7 | O=C(CSc1nc2sc3c(c2c(=O)n1-c1ccccc1)CCCC3)NCc1ccco1 | -11% | 8% | 0% | 0% | -8% | 5%
8 | CCOC(=O)C1=CC[C@H]2c3c(c4ccccc4n3C)C(=O)C1N2C | 1% | . | -1% | 10% | -13% | 2%
9 | C=CCN1C(=O)[C@]2(c3ccccc31)C1CCCC=C1C(C#N)=C(N)C2(C#N)C#N (stereo partly drawn) | . | 5% | 15% | -60% | 3% | 1%
10 | COC(=O)C1=C(C)N(Cc2ccccc2)C(=NCc2ccc3c(c2)OCO3)N[C@H]1c1ccccc1 | -10% | 0% | 0% | -14% | -3% | -1%
11 | COC(=O)c1ccc(N2CCCCC2)c(N)c1 | -2% | -4% | 3.5µM* | 34% | ? | ?
12 | COc1ccccc1C(=O)N=C1SC2CS(=O)(=O)CC2N1c1ccccc1 (stereo not drawn) | 1% | -1% | -3% | 20% | 11% | 9%

entry | RORg inh | MBNL1 CUG block | FLuc modulator | Gal4-VP16 FLuc | NPC1 prom act
1 | -30% | ? | ? | ? | -3%
2 | ? | -7% | 12µM* | 15% | ?
3 | . | . | -1% | . | -4%
4 | 24% | -3% | -1% | -2% | -5%
5 | ? | -3% | 9.5µM* | -27% | -1%
6 | 5% | -8% | 5% | 1% | -4%
7 | -18% | -1% | -1% | -23% | 0%
8 | . | . | -2% | . | -1%
9 | 11% | 1% | 2% | 0% | 0%
10 | 0% | -4% | -1% | -7% | 1%
11 | 24% | -2% | 11µM* | ? | ?
12 | -17% | -5% | 1% | 2% | 1%

# In the list so far, these contain four or more nitrogen atoms.
entry | structure | uPA generation | CXXC DNA block | Rab9 promoter act | BRCA1 expr act | p53 reactivator | ELG1 genotoxic
3 | CCN(C(=O)COC(=O)/C(=C/c1ccccc1)n1nnnc1C)C1CCCCC1 | -12% | . | 0% | -54% | -14% | -25%
4 | CCn1c(CNC(=O)C23CC4CC(CC(C4)C2)C3)nnc1SC | 0% | -6% | 1% | -6% | 0% | 3%
5 | COc1ccc(CCNC(=O)Cn2nnc(C(=O)Nc3ccc(Br)cc3)c2N)cc1OC | 3% | 10% | -7% | 33% | 12% | -3%
9 | C=CCN1C(=O)[C@]2(c3ccccc31)C1CCCC=C1C(C#N)=C(N)C2(C#N)C#N (stereo partly drawn) | . | 5% | 15% | -60% | 3% | 1%

entry | RORg inh | MBNL1 CUG block | FLuc modulator | Gal4-VP16 FLuc | NPC1 prom act
3 | . | . | -1% | . | -4%
4 | 24% | -3% | -1% | -2% | -5%
5 | ? | -3% | 9.5µM* | -27% | -1%
9 | 11% | 1% | 2% | 0% | 0%

# (continued)
entry | structure | uPA generation | CXXC DNA block | Rab9 promoter act | BRCA1 expr act | p53 reactivator | ELG1 genotoxic
13 | O=C(NCc1cn2ccsc2n1)c1cccs1 | 10% | 3% | -13% | 37% | 4% | 4%
14 | COc1ccc(C2CC(c3ccc(Br)cc3)=NN2C(=S)Nc2ccccc2)cc1 (stereo not drawn) | -4% | 10% | 3% | ? | 3% | 9%
15 | CCOc1ccc(Nc2oc(-c3ccc(Cl)cc3)nc2C#N)cc1 | -10% | 15% | 2% | 10% | 2% | ?
16 | CCOC(=O)c1cnc(SCC(=O)Nc2ccc(NC(=O)CC)c(OC)c2)nc1N | 4% | 3% | -6% | 2% | -4% | 4%
17 | Cc1nnc(SCc2cc(=O)oc3ccc4ccccc4c23)n1Cc1ccccc1 | -2% | 5% | 1% | 41% | -17% | 1%
18 | CC(C)CN1CCC(=O)N([C@H](CSc2ccccc2)Cc2ccccc2)CC1 | -20% | 10% | 3% | -16% | . | -9%
19 | CC(=O)c1ccc(NC(=S)Nc2cccc(Cl)c2C)cc1 | -24% | -30% | 2% | -7% | -2% | -2%
20 | CCN(CC)S(=O)(=O)c1ccc(OC)c(NC(=O)CCc2c(C)noc2C)c1 | -2% | . | -12% | -8% | 4% | 9%
21 | CCOc1ccc(C2C3=C(CCCC3=O)OC(N)=C2[N+](=O)[O-])cc1 (stereo not drawn) | -15% | -8% | 0% | -2% | 2% | 0%
22 | COc1ccc(C2=NN(C(=O)CSc3nc(=O)n4ccc(C)cc4n3)C(c3ccc(C)cc3)C2)cc1 (stereo not drawn) | 20% | . | -3% | -15% | -1% | 18%
23 | O=C(C1CCCCN1S(=O)(=O)c1ccccc1[N+](=O)[O-])N1CCCCC1 (stereo not drawn) | -8% | 1% | 0% | 7% | 1% | -7%
24 | CCCOc1ccc(C(=O)NC(=S)Nc2nc3ccc(C)cc3s2)cc1 | . | 7% | 23% | . | 1% | 2%

entry | RORg inh | MBNL1 CUG block | FLuc modulator | Gal4-VP16 FLuc | NPC1 prom act
13 | 4% | 12% | 1% | -3% | 7%
14 | -38% | 68%[activator] | -6% | -6% | 1%
15 | -38% | -3% | ? | ? | 25%
16 | -23% | -8% | 0% | -12%[0.365 µM] | -1%
17 | 45% | ? | 4% | -3% | 0%
18 | -2% | -3% | 0% | -13% | -2%
19 | 11µM* | 0% | -5% | ? | -1%
20 | . | . | . | . | 1%
21 | 1% | 13% | 0% | -22% | -3%
22 | . | . | -8% | . | -1%
23 | -21% | 7% | -1% | -14% | -3%
24 | ? | 7% | 0% | -3% | 15%

# New compounds follow.
entry | structure | uPA generation | CXXC DNA block | Rab9 promoter act | BRCA1 expr act | p53 reactivator | ELG1 genotoxic
25 | CCOC(=O)c1cc(C(=O)c2ccccc2O)cn2c(=O)c3c(C)c(C)sc3nc12 | . | -4% | -6% | . | 15% | -5%
26 | Cn1c(=O)c(=O)n(C)c2cc(N3CCOCC3)c(NS(=O)(=O)c3ccc(F)c(Cl)c3)cc21 | -4% | -6% | 0% | -15% | -13% | -7%
27 | CCOC(=O)N1CCN(C(=O)COc2ccc3oc4c(c3c2)CCCC4)CC1 | 13% | . | 9% | -8% | 0% | 6%
28 | COc1cc(CN2CCCC(C(=O)N3CCc4ccccc4C3)C2)cc(OC)c1OC (stereo not drawn) | -1% | -13% | -5% | -22% | 7% | -9%
29 | CC(=O)Nc1ccc(S(=O)(=O)NCC2CCC(C(=O)N3CCCCCC3)CC2)cc1 (stereo not drawn) | 1% | -8% | -1% | -16% | 0% | -4%
30 | CC(=O)OC12CC3CC(C1)C(=NO)C(C3)C2 | 6% | 1% | -3% | 0% | 7% | 1%
31 | COc1cccc(C(=O)Nc2nnc(-c3cccs3)o2)c1 | ? | -14% | ? | 0% | ? | 16%
32 | CCCCc1cc(=O)oc2cc(C)cc(OC(C)C(=O)NCc3cccnc3)c12 (stereo not drawn) | 1% | 15% | 0% | -5% | -12% | 0%
33 | O=C(O)c1cccc(C(=O)O)c1Br | 3% | 0% | 2% | -7% | 12% | 0%
34 | COc1ccc(N2C(=O)CC(NCc3cccs3)C2=O)cc1 (stereo not drawn) | 7% | 5% | -3% | 1% | 1% | 0%
35 | CCN1CCN(c2ccc(S(=O)(=O)N3CCOCC3)cc2NC(=O)c2ccc(C)c(C)c2)CC1 | 0% | . | -3% | 3% | 3% | 1%

entry | RORg inh | MBNL1 CUG block | FLuc modulator | Gal4-VP16 FLuc | NPC1 prom act
25 | 7% | 4% | ? | -2% | -2%
26 | -3% | 8% | 4%&4% | 1% | -2%
27 | . | . | -17% | . | 1%
28 | -3% | -5% | 2% | -9% | -2%
29 | -2% | -1% | -1% | 2% | -3%
30 | ? | -2% | 4% | -5% | -4%
31 | 0.63µM* | -3% | ? | 0.79µM* | ?
32 | -27% | 22% | 1% | 2% | 3%
33 | -1% | 9% | 1% | 4% | -8%
34 | 22% | 3% | 4% | 4% | 0%
35 | . | . | 1% | . | -6%
